Bioassay records: PubChem, National Center for Advancing Translational Sciences (NCATS)
Nrf2 inh: blocks Nrf2 signaling | A549 ARE-Fluc reporter, luciferase luminescence, 18-24 h | Potency, µM (series often up to 46 µM), without a hit: at the top dose activity change, negative = inhibition, usual class: inhibitors | actives 2.1% (n = 360,000); also: potency is read from the fitted curve at half-maximal effect; % is scaled to controls: 0 for no effect and ±100 for the full control effect; nearly all actives have a fitted effect of over 60% in size
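Quantitative HTS in A549 cells stably bearing an antioxidant response element-firefly luciferase construct. Inhibition of Nrf2-driven transcription was scored by luminescence after 18-24 h of compound exposure at 37 °C.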
TGFb inhibitor: TGF-b pathway inhibition; actives 1.2% (n = 410,000); HepG2 CAGA-GFP TGF-b/SMAD3 reporter, GFP fluorescence, 18 h; TGF-beta stimulated, 500 pg/mL final; Potency, µM (titrated, usually from 46.1 µM), for inactives: top-dose activity, negative = inhibition, most hits filed as inhibitors; also: potency is read from the fitted curve at half-maximal effect; % is scaled to controls: 0 for no effect and ±100 for the full control effect; nearly all actives have a fitted effect of over 65% in size
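Cell-based qHTS in HEPG2 carrying a CAGA-GFP Smad reporter; compounds added before 500 pg/mL final TGF-beta, 18 h incubation at 37 degrees C, GFP fluorescence quantified per cell by imaging cytometry.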
Mm-Cpn inhibitor: blocks the Methanococcus maripaludis chaperonin Mm-Cpn. purified Mm-Cpn ATPase, ADP Transcreener TR-FRET. Potency, µM (highest dose often 76.9 µM), for the others: at the top dose activity, negative = inhibition, actives largely listed as inhibitors. actives 0.031% (n = 330,000). AID 504842; also: potency is read from the fitted curve at half-maximal effect; % is scaled to controls: 0 for no effect and ±100 for the full control effect; nearly all actives have a fitted effect of over 80% in size
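Reaction buffer contained 30 mM Tris pH 7.4, 100 mM KCl, 5 mM MgCl2 and 1 mM DTT. Mm-CPN (25 nM final) hydrolysed 10 uM ATP over 30 min at 37°C; ADP was read by HTRF.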
CCT modulator: modulators of cytosolic chaperonin (CCT/TRiC) activity; purified chaperonin ATPase assay, HTRF ADP detection, 30 min; activity change, % (concentration not given with the values), hits read low; actives 0.3% (n = 360,000); AID 651819; in the data active = activity change below about -30%; also: % is scaled to controls: 0 for no effect and ±100 for the full control effect
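We incubate TRiC, 40 or 20 nM final, with library compounds at 76 uM and 10 uM ATP for 30 min at 37 °C. ADP formed is detected with Transcreener HTRF reagents after 30 min at room temperature.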
HepG2 viability: counter-screen for TGF-b inhibitors: cytotoxicity in HepG2 cells; HepG2 CAGA-GFP viability, ATP luminescence, 18 h; Potency, µM (top dose mostly 46.1 µM), without a hit: top-dose activity change, negative = cytotoxicity, most hits filed as cytotoxic; actives 0.76% (n = 410,000); AID 588856; also: potency is read from the fitted curve at half-maximal effect; some results filed as inactive show a strong effect at the top dose
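CellTiter-Glo luminescence gave cytotoxicity after 18 hours at 37 degrees C. The cells were HepG2 CAGA-GFP in 1% FBS DMEM, stimulated with 500 pg/mL TGF-beta after compound addition. %Activity was normalised to no-cell wells (complete cell-killing) and DMSO (no toxicity), and curves were fitted and classified.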
pAkt inh: blocks phosphorylation of Akt | Neuro2A IGF-stimulated pAkt S473 HTRF, 20 min; hits give low values | activity change, % for hits at 50 µM | actives 0.32% (n = 360,000) | AID 651550; in the data active = activity change below about -80%; inconclusive = mostly about -51% to -80%; also: % is scaled to controls: 0 for no effect and ±100 for the full control effect
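Single-point screen (50 µM final compound) in Neuro2A cells stimulated 20 min with 6 nM IGF at 37 deg C. After lysis, Ser473-phosphorylated Akt read by HTRF (ex 330 nm, em 615/665 nm) as the 665/615 ratio.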
A549 viability: counter-screen for Nrf2 inhibitors: cytotoxicity in A549 cells; A549 ARE-Fluc cells, CellTiter-Fluor viability, 18-24 h; Potency, µM (series often up to 46 µM), for the others: top-dose activity change, negative = cytotoxicity, actives largely listed as inhibitors; actives 0.16% (n = 390,000); AID 504648; also: potency is read from the fitted curve at half-maximal effect; % is scaled to controls: 0 for no effect and ±100 for the full control effect
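A549 ARE-Fluc cells in 5% FBS OPTI-MEM, 5000 cells/well, rested 2 h then exposed to compounds in concentration-response for 18-24 h at 37 °C. Viability by CellTiter-Fluor fluorescence (Ex 405/Em 525) after 30 min; luciferase luminescence (BugLite, 15 min, RT) read afterwards.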
Abeta rescue: restores growth of yeast expressing A-beta42 peptide. yeast expressing A-beta42, growth rescue, OD600, 48 h; response scale: 0% DMSO, 100% iron-clioquinol control. Potency, µM (doses to about 46.1 µM), for inactives: at the top dose growth rescue, usual class: activators. actives 0.063% (n = 410,000); also: potency is read from the fitted curve at half-maximal effect; nearly all actives have a fitted effect of over 55% in size
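Growth rescue measured by 600 nm absorbance after 48 h yeast culture at 30 C with compound. Values normalized between DMSO and an equimolar ferric chloride plus clioquinol control.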
Nrf2 ARE act: Nrf2 pathway activation; AREc32 ARE-luciferase reporter (MCF7-derived line), luminescence, 24 h; Potency, µM (titrated, usually from 46.1 µM), inactives show at the top dose activation, actives largely listed as activators; actives 0.31% (n = 410,000); AID 624171; also: potency is read from the fitted curve at half-maximal effect; % of control where 0% means no effect; nearly all actives have a fitted effect of over 65% in size
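AREc32 cells carrying an ARE-driven firefly luciferase reporter were seeded at 1000 cells/well in OPTI-MEM with 5% FBS, then exposed to compound for 24 hr at 37 deg C. Luminescence was read with Steady-Glo after 30 min at RT.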
Numbers without * were called inactive; i = inactive; ? = inconclusive; nt = not tested or not shown; & = joins results of further samples; [ ] = remark or other dose. Unless noted, calls follow the shape of the dose curve; as a rule, active = well fitted curve in the direction sought with a large enough effect; inconclusive = small, poorly fitted or top-dose-only effect, or another doubt; inactive = no such curve, though single readings can be large; an effect the other way counts as inactive or inconclusive.

mol,Nrf2 inh,TGFb inhibitor,Mm-Cpn inhibitor,CCT modulator,HepG2 viability,pAkt inh,A549 viability,Abeta rescue,Nrf2 ARE act
COc1ccc(N2CSC3=C(C#N)C(c4ccc(OC)c(OC)c4)CC(=O)N3C2)c(OC)c1 (stereo not given),-28%,-16%,-2%,-2.6,-5%,i,-8%,4%,0.0%
COc1cc(NC(=O)CSc2c3c(nc4ccccc24)CCC3)cc(OC)c1OC,?,?,-1%,-1.4,-24%&-1%,i,-2%&-18%,-3%&9%,?
COc1ccccc1NC(=O)C(C)NS(=O)(=O)c1ccccc1 (stereo not given),4%,3%,0%,-1.3,-2%,i,0%,1%,0.4%
CSc1nc2c(c(=O)[nH]1)C(c1cccc(Br)c1)CC(=O)N2 (stereo not given),-8%,-22%,-1%,-2.9,-1%,i,-11%,-52%[inhibitor],0.1%
CCc1cccc(NC(=O)Nc2cccs2)c1,?,0%,-1%,2.8,-6%,i,-3%,10%,26%
COC(C[C@H](O)C[C@H](O)COCc1ccccc1)OC,10%,2%,1%,0.4,-2%,i,0%,3%,-1.0%
Cn1c(=O)n(C)c2cc(S(=O)(=O)Nc3ccccc3O)ccc21,-7%,18%,1%,1.8,16%,i,-1%,-7%,2.2%
CSCCNC(=O)C1(C)CCN1C(=O)c1cc(C)n(C)n1 (stereo not given),nt,13%,nt,-1.1,-2%,i,nt,-5%,0.3%

Other compounds follow.
mol,Nrf2 inh,TGFb inhibitor,Mm-Cpn inhibitor,CCT modulator,HepG2 viability,pAkt inh,A549 viability,Abeta rescue,Nrf2 ARE act
COc1ccc(NC(=O)C/C(C)=N/NC(=O)CCc2ccccc2)c(OC)c1,-18%,-2%,-1%,1.2,-19%,i,0%,-12%,0.0%
COc1ccc2c(c1)N(C(=O)CSc1n[nH]c(C)n1)C(C)(C)C=C2C,nt,1%,1%,-1.1,-2%,i,-6%,5%,-0.2%
CCC(C)(NC(=O)c1cccc(N2C(=O)CSC2c2ccccc2)c1)C(=O)Nc1ccccc1C (stereo not given),9%,-15%,-2%,-0.5,-5%,i,-1%,5%,-0.1%
COc1ccc(/C=C(\C#N)C(=O)NCc2ccccc2)cc1O,2%,-1%,1%,0.5,-10%,i,1%,25%,11%
CC(Oc1ccc(Br)cc1)C(=O)O/N=C(\N)c1ccncc1 (stereo not given),?,1%,0%,-2.1,0%,i,2%,-24%,3.3%
COc1cc(C(=O)NCc2cccs2)ccc1OCc1c(C)noc1C,-35%,21%,-1%,0.8,-13%,i,-2%,15%,2.3%
CC(=O)c1cccc(OCC(=O)N(Cc2ccco2)c2c(N)n(Cc3ccccc3)c(=O)[nH]c2=O)c1,13%,-1%,-1%,-2.2,-5%,i,-2%,5%,-0.2%
Cc1ccc(-c2n[nH]c(=O)c3ccccc23)cc1S(=O)(=O)N(C)CCO,-30%,-6%,0%,0.5,-23%,i,0%,21%,0.5%

Continued.
mol,Nrf2 inh,TGFb inhibitor,Mm-Cpn inhibitor,CCT modulator,HepG2 viability,pAkt inh,A549 viability,Abeta rescue,Nrf2 ARE act
CCOc1cc(/C=N/NC(=O)Cn2nc([N+](=O)[O-])cc2C)ccc1OCc1ccc(F)cc1,-18%,-11%,1%,-0.5,-5%,i,-20%,13%,0.0%
COc1ccc(N2CCN(C(=S)NC(C)c3ccccc3)CC2)cc1 (stereo not given),-16%,-25%,-1%,1.2,-22%,i,0%,8%,-0.8%
COc1cc(OC)cc(C(=O)N2CCC(N3CCN(c4ccccc4OC)CC3)CC2)c1,-7%,0%,-3%,-0.5,-7%,i,-5%,11%,-0.2%
CC(C)(C)NC(=O)COC(=O)/C=C/c1ccc(F)cc1,0%,0%,0%,-1.8,8%,i,-3%,-9%,4.0%
COc1cccc(NC(=O)CSc2nc3n[nH]c(C)c3c(=N)n2-c2cccc(OC)c2)c1,nt,?,-5%,1.8,16%,i,?,24%,8.0%
CC(C)(C)c1cc(Br)c(O)c(N=Nc2ccc(S(=O)(=O)N3CCOCC3)cc2)c1,-12%,?,1%,-0.8,-44%,i,-9%,-6%,8.7%
CCn1c(SCC(=O)Nc2cc(F)ccc2C)nnc1-c1ccccc1O,nt,-16%,-1%,1.1,-5%,i,3%,-31%,-0.1%
CCn1c(-c2ccncc2)n[nH]c1=S,14%,-10%,-1%,1.1,-5%,i,0%,2%,0.0%

The listing continues:
mol,Nrf2 inh,TGFb inhibitor,Mm-Cpn inhibitor,CCT modulator,HepG2 viability,pAkt inh,A549 viability,Abeta rescue,Nrf2 ARE act
CCC(=O)N1CCc2cc(Br)c(S(=O)(=O)NCCN3CCCCC3CC)cc21 (stereo not given),2%,-10%,nt,-2.3,3%,i,-1%,-6%,0.3%
O=C(COC(=O)COc1ccc(Cl)cc1)NCCNC(=O)COC(=O)COc1ccc(Cl)cc1,7%,-3%,2%,-8.7,0%,i,10%,-1%,0.4%
CC(=O)/C=C/c1ccccc1O,?,-2%,-3%,-1.9,-6%,i,10%,-2%,-0.1%
NC(=O)c1ccc2c(=O)c(O)c(-c3cc(Cl)c(N)c(Cl)c3)[nH]c2c1,1%,-4%,0%,-0.1,2%,i,-5%,-21%,-0.8%
O=C(O)c1ccc(NC(=O)c2ccc(Cl)c(S(=O)(=O)N3CCCCCC3)c2)cc1,-16%,5%,nt,nt,5%,nt,-2%,-18%,0.6%
O=C(c1cn(-c2ccccc2)nc1-c1ccccc1)N1CCOCC1,15%,-7%,1%,-1.4,-19%,i,3%,4%,-0.2%
Cc1noc(C)c1S(=O)(=O)N1CCCC(C(=O)NCCC2=CCCCC2)C1 (stereo not given),-2%,-6%,0%,-1.5,7%,i,-5%,26%,0.4%
O=C(C1CC(=O)N(c2ccc(Br)cc2)C1)N1CCCC1 (stereo not given),2%,15%,-13%,0.8,-4%,i,-2%,4%,-0.4%

(listing goes on)
mol,Nrf2 inh,TGFb inhibitor,Mm-Cpn inhibitor,CCT modulator,HepG2 viability,pAkt inh,A549 viability,Abeta rescue,Nrf2 ARE act
Cc1ccc(CCC(=O)Nc2ccc([N+](=O)[O-])cc2)o1,-9%,0%,-4%,1.1,-14%,i,11%,-7%,0.1%[9.22 µM]
CC(C)OCCCNC(=O)c1ccc(CN2CCc3ccccc3C2)cc1,?,?,-10%,0.4,-1%,i,4%,15%,-0.2%
CC1CCc2c(C(=O)NCc3ccco3)csc2C1 (stereo not given),8%,?,1%,-2.9,-5%,i,3%,14%,9.4%
C[C@H](CO)NC(=O)[C@@H]1C[C@H]1[C@@H](NP(=O)(c1ccccc1)c1ccccc1)c1ccccc1,27%,-4%,-2%,-1.1,2%,i,-2%,-15%,12%
CCNC(=O)N(CC)C[C@H]1N[C@@](C)(C(=O)OC)[C@H]2C(=O)N(C)C(=O)[C@@H]12,24%,8%,1%,1.6,7%,i,0%,-6%,-0.2%
O=C(COC(=O)CCC1CCCC1)Nc1ccccc1OC(F)F,-1%,3%,0%,-0.9,3%,i,5%,0%,-0.3%
CN(C)S(=O)(=O)c1ccc2c(c1)C(CC(=O)O)NC2=O (stereo not given),10%,-9%,0%,0.6,0%,i,1%,-10%,-0.9%
NC(=O)c1ccc(N2CCN(c3ncc(C(F)(F)F)cc3Cl)CC2)cc1,?,0%,0%,-3.1,4%,i,0%,11%,0.8%

Part of the list above, showing only Mm-Cpn inhibitor and Nrf2 inh:
| Molecule | Mm-Cpn inhibitor | Nrf2 inh |
| --- | --- | --- |
| COc1cc(NC(=O)CSc2c3c(nc4ccccc24)CCC3)cc(OC)c1OC | -1% | ? |
| O=C(c1cn(-c2ccccc2)nc1-c1ccccc1)N1CCOCC1 | 1% | 15% |
| COC(C[C@H](O)C[C@H](O)COCc1ccccc1)OC | 1% | 10% |

Next part.
mol,Nrf2 inh,TGFb inhibitor,Mm-Cpn inhibitor,CCT modulator,HepG2 viability,pAkt inh,A549 viability,Abeta rescue,Nrf2 ARE act
COc1ccc(-c2nnc(Sc3nc4ccccc4o3)c3ccccc23)cc1,?,13µM*,-6%,-0.8,13µM*,i,9%,-3%,?
Cc1cc(C)cc(-n2c(SCC(=O)NCc3ccco3)nc3ccccc3c2=O)c1,-25%,?,1%,-0.4,-6%,i,-6%,17%,-0.1%
COC(=O)c1cc(C(=O)N2CCN(c3cccc(Cl)c3)CC2)cc([N+](=O)[O-])c1,?,-23%,-2%,-0.7,0%,i,-15%,20%,0.4%
COC(=O)Cc1[nH]c(=S)[nH]c1C(=O)OC,4%,2%,-7%,-2.6,15%,i,2%,-22%,-0.9%
CC(=O)/C(C[N+]1(C)CCCCC1)=N\O,8%,-25%,0%,3.8,-17%,i,-4%,8%,0.1%
N#C/C(=C/c1ccc(Br)s1)C(=O)NCCc1c[nH]c2ccccc12,2%,?,-18%,-1.1,0%,i,9%,12%,4.1%
O=C(Nc1ccccc1)N(C1=NCCCCS1)c1ccccc1,6%,6%,-1%,-3.3,1%,i,2%,-8%,4.1%
CN(C(=O)c1cccc(NC(=O)Cc2cccc([N+](=O)[O-])c2)c1)C1CCC1,?,?,0%,-0.2,2%,i,0%,9%,5.0%
COCCN1Cc2cccc(C(=O)Nc3c(C)cc(C)cc3C)c2C1=O,10%,-20%,1%,-2.0,1%,i,-2%,6%,1.9%
COc1ccc(NC(=O)c2ccc3c(=O)n(-c4ccc(OC)cc4OC)c(=S)[nH]c3c2)cc1,-23%,-6%,-3%,0.0,-4%,i,-5%,-16%,-0.2%
O=C(COC(=O)/C=C/c1ccc(OC(F)F)cc1)Nc1ccc(N2CCOCC2)cc1,13%,6%,2%,0.7,5%,i,-4%,-2%,-0.7%
